FadD28 FP inh: inhibitors of FadD28 bisubstrate probe binding, primary screen, biochemical, fluorescence polarization, single point | Mycobacterium tuberculosis FadD28 fatty-acid-AMP ligase | inhibition, % at 12.5 µM | 360,000 compounds, 0.22% hits; in the data active means inhibition above about 8.5%, passing the limit was not always enough; inconclusive means no clear call, values can overlap the other calls
BoNT A protease: BoNT/A light chain protease inhibitors, primary screen, biochemical, flow cytometry, MLPCN library | 360,000 compounds, 0.17% hits | inhibition, % at 10 µM | AID 588499, 2011 | multiplex microsphere protease substrate cleavage; in the data active means inhibition above about 30%; inconclusive means no clear call, values can overlap the other calls; further: plate controls were buffer without enzyme for full effect and enzyme alone for no effect
FBA Mtb inh: Mtb FBA enzyme inhibitors, primary screen, biochemical, fluorescence, strain H37Rv. Fructose-bisphosphate aldolase (Mycobacterium tuberculosis (strain ATCC 25618 / H37Rv)), …. inhibition, % at 1 µM. purified M. tuberculosis FBA, fluorescence read-out. AID 588726, 2011. 360,000 compounds, 2.3% hits; in the data active means inhibition above about 27%;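 further: 0% = vehicle and 100% = reference inhibitor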
Target sequence (P9WQA3 whole entry, looked up): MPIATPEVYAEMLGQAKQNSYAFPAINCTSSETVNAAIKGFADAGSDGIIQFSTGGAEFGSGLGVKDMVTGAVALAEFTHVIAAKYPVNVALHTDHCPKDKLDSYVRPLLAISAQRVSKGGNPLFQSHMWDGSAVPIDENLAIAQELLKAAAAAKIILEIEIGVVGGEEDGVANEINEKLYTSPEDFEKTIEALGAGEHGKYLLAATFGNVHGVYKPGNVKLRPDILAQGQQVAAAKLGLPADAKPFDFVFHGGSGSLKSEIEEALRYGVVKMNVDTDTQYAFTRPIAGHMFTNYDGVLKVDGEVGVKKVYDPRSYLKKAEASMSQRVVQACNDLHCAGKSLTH
CCHF vOTU inh: CCHFV vOTU protease inhibitors, primary screen, biochemical, Pep-AMC substrate, fluorescence | inhibition, % at 11.5 µM | Crimean-Congo hemorrhagic fever virus L polyprotein viral ovarian tumor (vOTU) protease … | 370,000 compounds, 0.55% hits; further: 0% = vehicle wells with enzyme and 100% = no enzyme wells
Mtb BioA inh: M. tuberculosis BioA enzyme inhibitors, primary screen, biochemical, plate reader, single point, HTS; 7,8-diaminopelargonic acid synthase BioA (Mycobacterium tuberculosis); purified M. tuberculosis BioA enzyme; 360,000 compounds, 0.096% hits; inhibition, % at 9.99 µM; in the data active means inhibition above about 40%; inconclusive means no clear call, values can overlap the other calls
Mtb UGM inh: M. tuberculosis UGM enzyme inhibitors, primary screen, biochemical, fluorescence polarization, single point; UDP-galactopyranose mutase (Mycobacterium tuberculosis (strain ATCC 25618 / H37Rv)), …; purified UGM, fluorescence polarization probe displacement; inhibition, % at 10 µM; 320,000 compounds, 0.06% hits; AID 504406, 2011; in the data active means inhibition above about 10%, passing the limit was not always enough; inconclusive means no clear call, values can overlap the other calls
Target sequence (P9WIQ1 whole entry, looked up): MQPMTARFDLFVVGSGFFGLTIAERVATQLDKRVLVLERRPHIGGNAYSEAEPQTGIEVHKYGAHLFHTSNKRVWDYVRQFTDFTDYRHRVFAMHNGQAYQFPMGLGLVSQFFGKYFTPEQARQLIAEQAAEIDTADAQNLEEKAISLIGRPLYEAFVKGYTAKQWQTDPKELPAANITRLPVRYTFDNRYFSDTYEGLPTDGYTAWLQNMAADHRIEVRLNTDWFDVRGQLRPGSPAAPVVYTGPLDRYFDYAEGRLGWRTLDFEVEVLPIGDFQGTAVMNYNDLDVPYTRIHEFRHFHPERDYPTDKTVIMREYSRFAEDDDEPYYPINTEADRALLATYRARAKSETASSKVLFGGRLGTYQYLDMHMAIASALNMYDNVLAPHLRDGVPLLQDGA
BoNT F protease: BoNT/F light chain protease inhibitors, primary screen, biochemical, flow cytometry, MLPCN library; AID 588497, 2011; Multiplex microsphere protease cleavage assay; 360,000 compounds, 0.22% hits; inhibition, % at 10 µM; Botulinum neurotoxin type F light chain protease (Clostridium botulinum); in the data active means inhibition above about 35%, passing the limit was not always enough; inconclusive means no clear call, values can overlap the other calls; further: plate controls were buffer without enzyme for full effect and enzyme alone for no effect
PrPC TRFRET: inhibitors of human cell surface prion protein PrPC, primary screen, cell-based, TR-FRET; Major prion protein (Homo sapiens), P04156; TR-FRET read-out; inhibition, % at 13.8 µM; 370,000 compounds, 0.43% hits; AID 720596, 2013; in the data active means inhibition above about 24%; further: 0% = median of the test wells and 100% = reference compound wells
GDH-TPI counter: GDH-TPI coupling enzyme inhibitors, primary screen, artefact control for M. tuberculosis FBA inhibitor project, biochemical, absorbance, full deck. GDH-TPI coupled enzyme counterscreen, NADH absorbance. inhibition, % at 4.8 µM. 360,000 compounds, 1.2% hits. AID 588335, 2011;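 further: 0% = DMSO wells and 100% = wells lacking the enzyme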
An asterisk follows results filed as active; u = inconclusive; x = no result given. Unless noted, no stated cut-off is given here; in the data, active means inhibition above about 30%; inactive means the rest.

item | Compound | FadD28 FP inh | BoNT A protease | FBA Mtb inh | CCHF vOTU inh | Mtb BioA inh
1 | COc1cc(OC)c(N(C)S(=O)(=O)c2cccc(C(=O)NC3=NCCS3)c2)cc1Cl | -7.5 | 0.8 | -7 | -9 | -1.0
2 | COc1ccc(-c2cnc3c(NC(C)=O)cc(-c4cccc(NS(C)(=O)=O)c4)cn23)cc1OC | -0.2 | -0.6 | 2 | -25 | 0.8
3 | CCOC(=O)c1c(S(=O)(=O)N2CCC(C)CC2)c(C)n(C)c1C | -3.9 | -1.1 | 0 | 14 | -1.5
4 | CC(C)c1ccccc1NC(=O)CCc1nc2ccccc2s1 | -2.7 | 1.7 | -4 | 4 | -0.8
5 | FC(F)(F)c1cc(Oc2ccc(Cl)cc2)ncc1-c1nnc(-c2ccc(Cl)cc2)o1 | -0.2 | 0.5 | -4 | -12 | -0.9
6 | CN(C)Cc1csc(NC(=O)Nc2ccccc2-c2ccccc2)n1 | -2.2 | -0.7 | 7 | 13 | 0.8
7 | CCC/S(CC1CC1(Cl)Cl)=N\S(=O)(=O)c1ccc(C)cc1 (configuration not stated) | 0.1 | 0.0 | 1 | -4 | x
8 | Cc1ccc(Cn2c(-n3nc(C)cc3C)nc3c2c(=O)[nH]c(=O)n3C)cc1 | 0.9 | 2.6 | 5 | -11 | -1.1

item | Mtb UGM inh | BoNT F protease | PrPC TRFRET | GDH-TPI counter
1 | 1.3 | -5 | -3 | 4
2 | x | -4 | 6 | 3
3 | 3.3 | 2 | 0 | -4
4 | -0.1 | -11 | 3 | 5
5 | 0.7 | u | 2 | 5
6 | x | -9 | -12 | 6
7 | -0.2 | 3 | -6 | 18
8 | -0.6 | 3 | 0 | -4

Later entries.
item | Compound | FadD28 FP inh | BoNT A protease | FBA Mtb inh | CCHF vOTU inh | Mtb BioA inh
9 | COc1cc(NC(=O)Nc2ccc3c(c2)OCO3)cc(OC)c1OC | -0.5 | -0.5 | 3 | 7 | -1.3
10 | COc1ccccc1-c1cc(NC(C)=O)c2ncc(-c3cccc(C(C)=O)c3)n2c1 | -3.9 | -0.7 | -3 | -8 | 1.5
11 | O=C1NCCOC(=O)[C@H](Cc2ccc(F)cc2)CC/C=C/C[C@H]1CC(=O)N(CCO)Cc1ccccc1 | 0.3 | 0.0 | -1 | -4 | 0.9
12 | CCCCc1c(C)nc2c(OC)cccc2c1SCC(=O)O | -3.3 | -0.1 | 8 | 10 | x
13 | CC(C)Oc1ccc(C(=O)Nc2ccc(N3CCN(C(=O)c4ccco4)CC3)cc2)cc1 | -0.2 | 0.2 | -1 | 0 | -0.9
14 | OC(c1nc2ccccc2[nH]1)C(O)c1nc2ccccc2[nH]1 (configuration not stated) | -0.2 | 6.1 | 3 | -1 | 0.1
15 | Cc1nnc(SCC(=O)Nn2cnnc2)s1 | 0.5 | 0.3 | 3 | -1 | 0.8
16 | Cc1ccc(C(=O)OCC(=O)Nc2c(C)n(C)n(-c3ccccc3)c2=O)cc1[N+](=O)[O-] | -2.1 | 0.3 | 1 | 11 | x

item | Mtb UGM inh | BoNT F protease | PrPC TRFRET | GDH-TPI counter
9 | 2.2 | -2 | 3 | 7
10 | x | -1 | 3 | 1
11 | -1.0 | 0 | -2 | 5
12 | -1.0 | -9 | 4 | 1
13 | 0.6 | -3 | 1 | 7
14 | -2.4 | u | -3 | 6
15 | -1.2 | -1 | -7 | -4
16 | -1.6 | -2 | 10 | -6

Next section:
item | Compound | FadD28 FP inh | BoNT A protease | FBA Mtb inh | CCHF vOTU inh | Mtb BioA inh
17 | COc1ccc(NC(=O)CCc2nnc3ccc(N4CCN(c5cccc(OC)c5)CC4)nn23)cc1 | 0.6 | 0.0 | 0 | 4 | -0.9
18 | CCCSc1nnc(C(C)C)n1N | -3.2 | u | 1 | -2 | -0.1
19 | CN(C)C(=O)Oc1ccc2c(c1)O/C(=C\c1ccc(Cl)cc1)C2=O | -0.9 | 2.5 | 1 | -12 | -1.5
20 | CN(CC(=O)Nc1ccc(F)cc1)C(=O)COc1ccc([N+](=O)[O-])cc1Cl | -2.3 | 0.1 | -1 | 12 | 1.1
21 | Cn1c(Cn2c(=O)sc3ccccc32)nnc1SCC(=O)N1CCOCC1 | -2.7 | -0.1 | -2 | 3 | -1.0
22 | CCN(CC(=O)Nc1ccc(NC(C)=O)cc1)C(=O)c1ccc2c(c1)S(=O)(=O)N=C1CCCCCN12 | -0.6 | 0.7 | 8 | -8 | 0.2
23 | COC(=O)[C@]1(C)N[C@H](CN(C)S(=O)(=O)c2ccc(-c3ccccc3)cc2)[C@@H]2C(=O)N(C)C(=O)[C@@H]21 | -0.9 | -0.7 | -2 | -5 | -0.7
24 | NCCNC[C@@H]1COC2(CCCCCCCCCCC2)O1 | -7.1 | x | -1 | 5 | -0.1

item | Mtb UGM inh | BoNT F protease | PrPC TRFRET | GDH-TPI counter
17 | 1.3 | 1 | 0 | 7
18 | -0.3 | 3 | 2 | -2
19 | -0.4 | 9 | 6 | 20
20 | 0.3 | 1 | -21 | 3
21 | 1.4 | -7 | 5 | 4
22 | -1.9 | 8 | 1 | 1
23 | x | 2 | 6 | 4
24 | 2.4 | x | 8 | 0

Following part:
item | Compound | FadD28 FP inh | BoNT A protease | FBA Mtb inh | CCHF vOTU inh | Mtb BioA inh
25 | C/C(=N\NC(=S)Nc1cccc(C)c1)c1ccccc1 | -0.3 | 0.3 | 1 | -10 | 0.1
26 | Cc1sc2c(c1C)c(=O)n(-c1ccccc1)c(=O)n2CC(=O)NCC1CCCO1 (configuration not stated) | -4.2 | -0.3 | 0 | 12 | x
27 | Cc1oc(-c2ccccc2F)nc1CS(=O)(=O)CC(=O)NCCCN1CCN(C)CC1 | -2.0 | -0.3 | 7 | 3 | 0.8
28 | CN(C)c1ccc(N2C(=NC(=O)CCc3ccccc3)SC3CS(=O)(=O)CC32)cc1 (configuration not stated) | -1.2 | 1.4 | 4 | 2 | -4.4
29 | C=CCn1c(=O)c2c(nc3n2CC(C)CN3c2cccc(OC)c2)n(C)c1=O (configuration not stated) | -3.5 | 0.0 | -1 | -5 | 0.6
30 | O=c1[nH]c(C2CCN(S(=O)(=O)c3ccccc3)CC2)nc2c1nnn2Cc1ccccc1 | -0.4 | 0.8 | 3 | 3 | x
31 | COc1cccc(CNC23CC4CC(CC(C4)C2)C3)c1OCc1ccccc1 | -1.9 | 0.8 | 5 | 8 | -0.1
32 | O=C(NCCS(=O)(=O)c1ccc(Br)cc1)c1ccc(Cl)cc1Cl | -2.7 | -1.8 | -1 | -10 | 1.8

item | Mtb UGM inh | BoNT F protease | PrPC TRFRET | GDH-TPI counter
25 | 0.6 | 9 | -4 | 17
26 | -3.3 | -1 | -8 | -6
27 | -1.8 | -6 | -2 | -7
28 | 2.4 | 0 | 3 | 7
29 | 1.1 | -2 | -8 | -3
30 | 3.4 | -2 | -2 | -2
31 | -2.8 | 0 | 6 | 3
32 | -2.5 | -2 | 2 | 10

Next part
item | Compound | FadD28 FP inh | BoNT A protease | FBA Mtb inh | CCHF vOTU inh | Mtb BioA inh
33 | CC(NC(=O)COc1ccc(/C=N/NC(=O)C(=O)Nc2ccccc2Br)cc1)c1ccccc1 (configuration not stated) | -0.7 | 0.2 | 3 | 11 | -1.2
34 | COc1ccc(CNC(=O)CC2C[C@H](C(=O)N3CCOCC3)[C@@]3(C)c4[nH]c5ccccc5c4CCN3C2=O)cc1OC (some centres not stated) | 0.0 | 0.1 | 2 | -8 | -0.1
35 | CCC(=O)Nc1nonc1-c1nc2ccccc2n1Cc1ccccc1 | -2.0 | -0.1 | 3 | 1 | -2.2
36 | O=C(Cc1cccs1)N/N=C/C(Br)=C/c1ccccc1 | -0.1 | -0.4 | -3 | 2 | -1.8
37 | Cc1ccc2nc(C)cc(C(=O)OCC(=O)c3ccc(Cl)c([N+](=O)[O-])c3)c2c1 | -3.3 | 1.1 | 1 | 4 | -3.1
38 | C=CCSc1nnc(-c2cccnc2)o1 | 0.6 | -0.5 | 1 | -1 | -1.3
39 | COc1ccc([C@H]2N[C@]3(CCCN(Cc4ccc(C(F)(F)F)cc4)C3=O)[C@H]3C(=O)N(Cc4ccccc4)C(=O)[C@@H]23)cc1 | -6.4 | -0.5 | 2 | 16 | -0.2
40 | CCNS(=O)(=O)c1ccc(CCC(=O)Nc2ccccc2)cc1 | -1.5 | -0.9 | 0 | -8 | x

item | Mtb UGM inh | BoNT F protease | PrPC TRFRET | GDH-TPI counter
33 | -0.3 | -14 | -4 | 15
34 | -1.3 | -3 | -2 | -3
35 | -0.3 | -4 | 3 | 3
36 | 1.8 | 7 | -7 | 13
37 | 1.8 | u | -21 | -1
38 | 0.6 | 8 | 5 | 10
39 | x | -11 | -1 | 1
40 | -0.5 | -2 | 7 | 10

Given with values under each structure: entries from further up.
The line under a structure holds: FadD28 FP inh, BoNT A protease, FBA Mtb inh, CCHF vOTU inh, Mtb BioA inh, Mtb UGM inh, BoNT F protease, PrPC TRFRET, GDH-TPI counter
2	COc1ccc(-c2cnc3c(NC(C)=O)cc(-c4cccc(NS(C)(=O)=O)c4)cn23)cc1OC
→ -0.2, -0.6, 2, -25, 0.8, x, -4, 6, 3
7	CCC/S(CC1CC1(Cl)Cl)=N\S(=O)(=O)c1ccc(C)cc1 (configuration not stated)
→ 0.1, 0.0, 1, -4, x, -0.2, 3, -6, 18
28	CN(C)c1ccc(N2C(=NC(=O)CCc3ccccc3)SC3CS(=O)(=O)CC32)cc1 (configuration not stated)
→ -1.2, 1.4, 4, 2, -4.4, 2.4, 0, 3, 7

Other results:
item | Compound | FadD28 FP inh | BoNT A protease | FBA Mtb inh | CCHF vOTU inh | Mtb BioA inh
41 | CC(=O)NC(c1cccs1)c1cc(Cl)c2ccccc2c1O (configuration not stated) | -2.7 | -0.1 | 36* | -14 | -2.1
42 | CC(=O)N1CCN(C(=O)CNC(=O)c2cccs2)CC1 | -0.6 | -3.9 | 1 | -2 | 0.2
43 | COC(=O)CSc1nc2ccc(C)cc2[nH]1 | -1.7 | -0.2 | -2 | 12 | 0.6
44 | CCCCCn1c(=O)[nH]c2cc(C(=O)NC3CCN(Cc4ccccc4)CC3)ccc2c1=O | -2.7 | -0.4 | 4 | -1 | 0.5
45 | COc1ccc(N2CCN(CCCNC(=O)c3ccc(CS(=O)(=O)c4ccc(OC)cc4)o3)CC2)cc1 | -0.7 | 2.5 | -3 | -1 | x
46 | CN(Cc1ccccc1)C1(CNC(=O)CCC(F)(F)F)Cc2ccccc2C1 | -1.6 | -7.1 | -2 | 10 | 1.6
47 | CCC1=Nc2cc(C(=O)NCCN3CCOCC3)ccc2Sc2ccc(Br)cc21 | -3.3 | 0.5 | -2 | -3 | 5.7
48 | CCOc1ccc(N2C(=O)c3cccnc3C2Nc2ccc(C)c(C)c2)cc1 (configuration not stated) | -0.4 | 0.6 | 1 | -5 | 2.8
49 | CN(c1ccccc1)S(=O)(=O)c1ccc(Cl)c(C(=O)OCC(=O)N2CCOCC2)c1 | -3.0 | -0.2 | -3 | -10 | 0.2
50 | Cc1ccc(C)c(SCC(=O)OCC(=O)N2CC(C)OC(C)C2)c1 (configuration not stated) | -1.8 | -0.5 | 3 | -3 | -0.6

item | Mtb UGM inh | BoNT F protease | PrPC TRFRET | GDH-TPI counter
41 | 1.2 | -1 | -6 | 16
42 | -0.2 | 6 | 3 | 2
43 | -2.3 | -1 | -1 | 7
44 | -0.4 | -1 | -5 | 4
45 | -1.5 | -4 | -2 | 2
46 | 2.0 | u | 26* | -5
47 | -0.5 | 1 | -3 | 7
48 | -0.8 | -6 | 7 | 2
49 | 0.7 | -3 | 3 | -6
50 | 3.1 | 2 | 4 | -6

Hits appear at their usual frequency; overall some 4.8% were active at least once.
